High-throughput results deposited in PubChem by NCI.
All columns: NCI-60 one-dose screen, growth in % after 48 h at 10 µM unless noted; 100 = growth as untreated, 0 = no growth, -100 = all killed.
SF-539: SF-539 CNS cancer; actives 6.8% (n = 81,000)
UO-31: UO-31 renal cancer. actives 5.2% (n = 81,000). AID 1794768
SF-295: SF-295 CNS cancer cells. actives 5.6% (n = 79,000). AID 1794758
DU-145: DU-145 prostate cancer | AID 1794760 | actives 4.2% (n = 81,000)
TK-10: TK-10 renal cancer cells; actives 3.9% (n = 81,000); AID 1794769
PC-3: PC-3 prostate cancer cells | actives 3.9% (n = 80,000) | AID 1794754
786-0: 786-0 renal cancer cells; actives 5.1% (n = 81,000); AID 1794775
SN12C: SN12C renal cancer cells | actives 3.8% (n = 81,000)
U251: U251 CNS tumor cells; actives 5.4% (n = 80,000)
* marks the source's active call; other numbers are inactive results; . = not tested or not shown; & = joins results of further samples. Rule for the calls: active = growth percent below 10; inactive = the rest.

SMILES	SF-539	UO-31	SF-295	DU-145	TK-10	PC-3	786-0	SN12C	U251
CCN(CC)CCCC(C)Nc1c(-c2ccccc2)cnc2cc(Cl)ccc12 (stereo not drawn)	83	50	87	87	60	65	52	74	58
CC(C)(C)C1CCC(N)CC1 (stereo not drawn)	111	90	99	109	104	97	101	110	97
O=c1[nH]c(-c2cccnc2)nc2c1sc(=S)n2-c1ccc(F)cc1	94	85	94	119	89	71	85	100	79
Cc1ccc(NC(=O)Nc2ccc(Nc3ncnc4sc5c(c34)CCN(C(=O)CCl)C5)cc2)cc1Cl	94	58	89	117	121	72	99	97	83
OC(c1cccc(C(F)(F)F)c1)c1cnccc1NC1CCCCC1 (stereo not drawn)	92	52	81	85	83	69	74	73	76
N#CC(C#N)=C(NC(=O)c1ccccc1)SCc1ccccc1	103	79	99	106	128	96	99	98	100
N#C/C(=C\c1ccc(-c2ccc(Br)cc2)o1)c1nc(-c2cccs2)cs1	94	82	100	100	185	96	100	95	99
OC1CCC2CC12 (stereo not drawn)	107	92	.	102	107	96	100	96	98
Cc1ccc(C(=O)O)cc1N=C1NC(=O)CS1	105	92	95	109	101	105	102	102	100
CCOC(=O)C(C#N)C(C)CC (stereo not drawn)	94	86	94	109	97	92	90	101	101
Cc1ncc2[nH]cnc2n1	104	90	102	111	97	99	100	102	99
Cc1c[nH]c(=O)n(CCOc2nc(Oc3ccccc3C(=O)O)cc(-c3ccco3)n2)c1=O	94	53	87	105	125	99	105	100	105
N#Cc1ccc(NN=Nc2ccccc2C#N)cc1	106	84	105	109	116	86	103	104	99
O=C(/C=C/c1ccccc1)c1ccc(NC(=O)c2cc3cc4ccccc4nc3s2)cc1	92	79	83	65	83	62	80	84	84
Cc1[nH]n(-c2ccccc2Cl)c(=O)c1/C=C1\C=Nc2ccccc21	100	89	116	121	201	.	98	100	103
O=C(NCc1cn(Cc2cccc(Oc3ccccc3)c2)nn1)c1cccnc1Nc1ccc(Br)cc1	105	65	90	107	104	78	101	88	98
Cc1ccc(NC(=O)C(C)C)cc1	97	90	106	112	95	101	103	107	103
NCC(O)c1ccc(O)c(O)c1 (stereo not drawn)	93&100	91&74	107	108&105	97&110	95&98	103&101	103&105	101&102
Brc1ccc(-c2ccnc3c2c(-c2ccccc2)nn3-c2ccccc2)cc1	99	95	102	105	116	103	105	108	101
c1ccc(Nc2n[nH]c(-c3cccnc3)n2)cc1	79	84	96	100	113	102	98	101	83
CSc1nc(Oc2ccc(NC(C)=O)cc2)c(C#N)c(-c2cccc([N+](=O)[O-])c2)n1	104	74	101	105	160	92	102	101	.
COc1cccc2c(N=NC(=O)c3ccc(S(N)(=O)=O)cc3)c(O)[nH]c12	102	77	102	115	108	99	96	98	101
Cc1ccc(-c2ncc(S(=O)(=O)c3ccccc3)o2)cc1	101	86	102	107	104	99	102	95	98
CC(C)c1ccc(S(=O)(=O)Nc2sc3c(c2C#N)CCC(=O)C3)cc1	92	81	105	103	108	86	103	107	96
CCC(N)(C(=O)O)c1ccc(F)cc1 (stereo not drawn)	109	98	108	108	95	81	100	102	91
N=C1NC(=O)C(Cn2c(-c3ccccc3)nc3ccccc32)S1 (stereo not drawn)	97	83	109	112	126	94	102	105	100
N#CC1CCN(c2ncnc3c2ncn3Cc2nnc3c4ccccc4c(Cl)nn23)CC1	97	70	97	85	108	94	98	87	85
Cc1ccc(S(=O)(=O)NCCNS(=O)(=O)c2ccc(C)cc2)cc1	.	50	107	109	109	96	97	95	103
Cc1nc2cc(-c3nn(C(C)C)c4ncnc(N)c34)ccc2o1	-62*	-36*	-54*	2.0*	-47*	3.0*	-29*	1.1*	-15*
CC=C1C=C(C(C)(C)C)C(=O)C(C(C)(C)C)=C1	103	92&85	100&84	112&113	98&123	88&87	103&101	97&98	88&99
COc1ccc2nc(OC)c(-c3nc4c(cnn4-c4ccc(Br)cc4)c(=O)[nH]3)cc2c1	89	91	102	107	110	85	96	102	87
Cc1cccnc1NC(=O)OC(C)C	103	112	97	106	109	100	96	.	102
COc1ccc2c(c1)C(=O)/C(=C/c1ccccn1)CC2	72	90	78	26	56	88	100	.	69
Cc1cc2c(cc1S(N)(=O)=O)S(=O)(=O)CCC2	108	85	127	111	137	95	98	95	96
Cc1ccc(C)c2c1SC1=NNC(N3CCCCC3)=C(C#N)C(=N)N12	99	83	83	112	140	86	111	116	94
O=c1[nH]c2ccc(Cl)cc2cc1CSc1ccccc1Nc1nccc(-c2ccc3ccccc3c2)n1	79	80	99	94	113	70	93	85	78
CN1CCC(OC(c2ccccc2)c2ccc(Cl)cc2)C1 (stereo not drawn)	90	67	105	111	91	81	83	104	99
CCOC(=O)c1c(-c2ccccc2)c(Cc2ccccc2)n(CCCCCCO)c1C	96	78	81	102	122	64	104	86	88
O=C1C=COC2(C1)C(=O)Nc1ccccc12 (stereo not drawn)	106	72	120	110	152	99	112	98	107
CCOC(=O)c1cnc(SCC)nc1SC#N	89	95	106	103	84	92	101	96	89
S=C1C=C(c2ccccc2)SC2c3cccn3CCN12 (stereo not drawn)	94	60	116	120	112	87	92	99	94
Cn1c(N)c(NC(=S)NC2CCCCC2)c(=O)n(C)c1=O	108	91	127	113	110	98	108	111	107
c1ccc(Oc2ncnc3ccccc23)cc1	102	68	117	106	102	112	108	97	108
Cc1nc2ccccc2n1C(=O)CN=C1CC(=O)NN1	99	79	100	111	116	100	104	93	.
CC1CCC(SCc2ccccc2)CC1 (stereo not drawn)	110	97	104	114	103	111	99	94	103
CCOC(=O)C1(C)CCCC1=O (stereo not drawn)	100	95	81	127	91	90	101	101	101
O=C(O)c1ccc(O)cc1O	98&104	97&86	91&103	108&92	100&101	94&93	101&101	92&108	96&98
CC1SC(c2ccc(OCc3ccccc3)cc2)N(NC(=O)C(O)(c2ccccc2)c2ccccc2)C1=O (stereo not drawn)	74	55	-21*	90	59	30	60	86	66
CCNc1nc(-c2ccc(Cl)c(OC)c2)c(-c2ccnc(NCCNS(=O)(=O)c3ccc(Cl)cc3)n2)s1	38	41	17	44	22	9.8*	6.2*	36	17
Nc1nc(Nc2ccc(OCc3cccc(F)c3)cc2)c2c(n1)[nH]c1ccc(O)cc12	-84*	-93*	-69*	10	-9.4*	4.6*	-97*	-69*	-91*
c1ccc(C(c2c[nH]c3ccccc23)N2CCCC2)cc1 (stereo not drawn)	102	71	92	100	91	91	99	110	96
O=c1[nH]c(O)c(/C=N\C(=S)Nc2cc(Cl)ccc2Cl)c(=O)[nH]1	99	83	102	111	110	87	94	97	92
O=C(O)Cc1cnnn1-c1ccccc1	96	89	99	101	91	88	95	101	91
CC1=CC(=C(c2cc(C)c(O)c(C(=O)O)c2)c2cc(C)c(O)c(C(=O)O)c2)C=C(C(=O)O)C1=O	114	86	119	130	90	90	103	94	100
CCOP(=O)(OCC)/C(=C\n1c(=S)[nH]c2cc(C)ccc21)C(=O)OC	101	86	100	.	101	92	108	97	95
CC[n+]1c2ccc(C)cc2nc2c3ccccc3c(N)cc21	93	56	82	90	45	69	67	53	70
CC(C)COC1OCCCC1C(OCC(C)C)C(C)C (stereo not drawn)	93	87	97	95	110	96	99	100	100
COc1ccc(/C=C2\Oc3cc(OCCN4CCCC4)ccc3C2=O)c(OC)c1	87	81	100	91	115	85	88	92	76
COC(=O)C1(C)CCCC2(C)C1CCC13OCC(CC21)C(O)(C(C)C)C3O (stereo not drawn)	104	96	.	112	115	94	99	108	99
Cc1cc(C)c2nc(N3CCC(C(=O)NCCCN4CCC(N5CCCCC5)CC4)CC3)sc2c1	105	93	94	101	99	83	95	96	94

An excerpt of these results, with values under each structure.
The line under a structure holds: SF-539	UO-31	SF-295	DU-145	TK-10	PC-3	786-0	SN12C	U251
c1ccc(C(c2c[nH]c3ccccc23)N2CCCC2)cc1 (stereo not drawn)
    102	71	92	100	91	91	99	110	96
O=c1[nH]c(O)c(/C=N\C(=S)Nc2cc(Cl)ccc2Cl)c(=O)[nH]1
    99	83	102	111	110	87	94	97	92
O=C(O)Cc1cnnn1-c1ccccc1
    96	89	99	101	91	88	95	101	91
CC1=CC(=C(c2cc(C)c(O)c(C(=O)O)c2)c2cc(C)c(O)c(C(=O)O)c2)C=C(C(=O)O)C1=O
    114	86	119	130	90	90	103	94	100
CCOP(=O)(OCC)/C(=C\n1c(=S)[nH]c2cc(C)ccc21)C(=O)OC
    101	86	100	.	101	92	108	97	95
CC[n+]1c2ccc(C)cc2nc2c3ccccc3c(N)cc21
    93	56	82	90	45	69	67	53	70
CC(C)COC1OCCCC1C(OCC(C)C)C(C)C (stereo not drawn)
    93	87	97	95	110	96	99	100	100

New compounds follow
SMILES	SF-539	UO-31	SF-295	DU-145	TK-10	PC-3	786-0	SN12C	U251
O=c1cc(-c2cccnc2)oc2c1ccc1ccccc12	55	61	70	89	114	.	81	80	49
Cc1cc(N)nc(C)n1	98	79	106	113	99	101	103	103	99
C#CCOc1cc(/C=N/Nc2nc(-c3ccc(Cl)cc3)cs2)ccc1O	96	75	93	98	95	80	93	87	92
CC1C(=O)NN=C1c1ccc([N+](=O)[O-])cc1 (stereo not drawn)	109	90	114	.	102	102	110	100	98
CSC1=Nc2c(c(C)c(-c3ccccc3)n2CCCC(=O)O)C2=NC(=O)CN12	92	82	105	116	135	94	102	105	90
COc1cc(/C=C2\CN(S(=O)(=O)c3ccc(C)cc3)C/C(=C\c3cc(CN4CCCCC4)c(O)c(OC)c3)C2=O)cc(CN2CCCCC2)c1O	-85*	-89*	-75*	-88*	-93*	-40*	-65*	-77*	-90*
CCOC(=O)/C=C(/C)c1ccccc1	116	80	102	115	100	105	103	106	93
O=C(NN(C(=O)c1ccccc1)c1ccccc1)c1ccccc1	104	101	97	110	100	99	105	102	100
CCOc1ccc(N=Nc2ccc(/C=C/c3ccc(N=Nc4ccc(OCC)cc4)cc3S(=O)(=O)O)c(S(=O)(=O)O)c2)cc1	109&114	88&75	105&108	115&104	99&146	97&110	100&96	105	100&106
CN(C)S(=O)(=O)c1ccc(N)cc1	92	93	100	106	109	97	101	99	.
CC(=O)OCCC#N	99	96	.	117	106	96	106	105	106
O=C1c2ccccc2C(=O)N1Cc1cccc([N+](=O)[O-])c1	97	115	101	114	105	100	105	98	.
Cc1ccc2c(c1)C(=C(C#N)C#N)CCN2	117	85	105	.	94	101	94	101	99
CC1(C)C(N)=Nc2cc(OCCCCN3Cc4ccc(OCc5cn(CC(=O)N6CCC(CCN7CCCC7)CC6)nn5)cc4C3)c(OCC3CC3)cc21	100	90	104	123	108	87	101	96	94
OC1OCC(COc2ccc(Cl)cc2)OC1O (stereo not drawn)	98	.	100	108	109	105	100	104	100

As a short view, part of the list above:
SMILES	SF-539	UO-31	SF-295	DU-145	TK-10	PC-3	786-0	SN12C	U251
O=C1c2ccccc2C(=O)N1Cc1cccc([N+](=O)[O-])c1	97	115	101	114	105	100	105	98	.
Cc1ccc2c(c1)C(=C(C#N)C#N)CCN2	117	85	105	.	94	101	94	101	99
CC1(C)C(N)=Nc2cc(OCCCCN3Cc4ccc(OCc5cn(CC(=O)N6CCC(CCN7CCCC7)CC6)nn5)cc4C3)c(OCC3CC3)cc21	100	90	104	123	108	87	101	96	94
OC1OCC(COc2ccc(Cl)cc2)OC1O (stereo not drawn)	98	.	100	108	109	105	100	104	100

Going on with the list.
SMILES	SF-539	UO-31	SF-295	DU-145	TK-10	PC-3	786-0	SN12C	U251
COc1cc(-c2ccc(-c3ccc(C(=N)N)cn3)o2)cc(OC)c1OC	95	88	105	110	110	106	105	94	100
O=C(Nc1cnc(Nc2ccc(N3CCOCC3)nc2)nc1Oc1ccc(C(F)(F)F)cc1)c1ccncc1	-53*	98	104	66	107	97	97	85	92
O=S(=O)(NCCNc1cc(-c2cn(-c3ccccc3)nc2-c2ccccc2)ccn1)c1ccc(Br)cc1	81	50	59	83	94	23	64	99	60
COc1ccc(-c2ccc3cnc4sc(-c5ccccc5)nc4c3n2)cc1	97	74	98	100	129	88	92	94	88
C[C@@]1([N+](=O)[O-])CC2CCC1C2 (stereo partly drawn)	103	81	98	97	112	99	90	102	105
CCc1[nH]nc(-c2n[nH]c(CC)c2C)c1C	96	.	100	104	109	100	95	99	113
O=C(O)c1ccccc1Cc1ccccc1	86	81	111	124	96	99	98	103	97
CNC(=O)c1cc(Oc2ccc3nc(NC(=O)c4ccc(CN5CCN(C)CC5)c(C(F)(F)F)c4)sc3c2)ccn1	25	58	36	79	104	47	22	76	57
NC(=O)C12C(=O)NC(=O)C1(C(=O)O)C21CCCC1 (stereo not drawn)	113	76	110	133	111	99	101	101	102
Clc1cccc(-n2cnnn2)c1N1CCCC1	100	81	89	116	109	98	103	96	100
CC(C)COC(=O)c1ccc(NC(=O)CC2CCCN2)cc1 (stereo not drawn)	105	92	96	103	98	87	88	101	96
COC(=O)N[C@H](C(=O)N[C@@H](Cc1ccccc1)[C@@H](O)CN(Cc1ccc(-c2ccccc2)cc1)NC(=O)[C@@H](NC(=O)OC)C(C)(C)C)C(C)(C)C	83	.	77	101	114	96	87	104	90
CCCOC(=O)Nc1nc2ccc(SCC)cc2s1	81	91	81	95	85	81	94	90	85
CCOP(=O)(CNC(=O)/C(=C\c1ccc(C)cc1)NC(=O)c1ccccc1)OCC	100	84	106	103	105	98	102	101	108
CCCCN=C(NCCCC)C(c1ccccc1)c1ccccc1	89	61	63	101	87	85	90	79	88
C/C(=N\N1C(=O)c2ccccc2NC1c1ccccc1)c1c(O)cc(C)oc1=O (stereo not drawn)	102	62	101	90	84	77	87	83	77
